# Screens: PubChem BioAssay, National Center for Advancing Translational Sciences (NCATS)
# Shiga inhibitor – Shiga toxin inhibition; Vero cells, Shiga toxin protein synthesis inhibition reporter; inhibition, % at 38.7 µM; 290,000 tested, 9.2% active; in the data active = inhibition mostly above about 28%, no sharp cut-off; inactive = mostly below about 43%; note: 0% is about no effect
# AmpC inh detg – AmpC beta-lactamase inhibition with detergent present | P00811 | AmpC hydrolysis of nitrocefin, absorbance 480 nm, 0.01% Triton | Potency, µM (top dose mostly 114 µM), without a hit: top-dose activity change, negative = inhibition, actives largely listed as inhibitors | 370,000 tested, 0.041% active | AID 485294;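 note: potency is the fitted concentration of half-maximal effect; 0% = no-compound wells and -100% = no-enzyme wells; nearly all actives have a fitted effect of over 25% in size; some results filed as inactive show a strong effect at the top dose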
# Target sequence (P00811 whole entry, looked up): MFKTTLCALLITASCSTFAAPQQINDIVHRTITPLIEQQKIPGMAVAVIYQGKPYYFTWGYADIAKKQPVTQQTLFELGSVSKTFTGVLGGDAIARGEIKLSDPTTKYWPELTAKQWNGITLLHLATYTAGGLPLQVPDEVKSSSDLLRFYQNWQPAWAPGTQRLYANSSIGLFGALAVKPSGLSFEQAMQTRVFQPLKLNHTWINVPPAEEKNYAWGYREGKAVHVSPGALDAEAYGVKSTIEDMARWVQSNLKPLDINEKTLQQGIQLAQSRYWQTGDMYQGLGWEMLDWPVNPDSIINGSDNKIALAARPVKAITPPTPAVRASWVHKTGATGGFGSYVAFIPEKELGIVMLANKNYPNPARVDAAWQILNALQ
#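 20 mM phosphate pH 7.0 + 0.01% (detergent screen) or 0.0001% Triton X-100; 5.3 nM AmpC reagent; cpd preinc 15 min RT; nitrocefin (800 uM stock) to start; A480 q20 s × 4 min; Activity was normalised to no-enzyme and no-compound control wells.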
# CHX counter – affects cycloheximide protein synthesis inhibition readout, counter-screen. AID 2314. 300,000 tested, 12% active. max response, %. cell reporter, cycloheximide protein synthesis inhibition counterscreen; in the data active = max response mostly above about 13%, no sharp cut-off; inactive = mostly below about 14%; note: read at 38.3 µM for the half of the compounds with a filed dose; 0% is about no effect
# HCMV inh – human cytomegalovirus inhibition; HFF cells, HCMV-luciferase reporter, 72 h; stronger effect = lower value; activity change, negative = inhibition, % at 57.5 µM; 410,000 tested, 4.5% active; in the data active = activity change below about -60%; inconclusive = no clear call, values can overlap the other calls; inactive = above about -39%; note: % is set by controls: 0 for no effect and ±100 for the full control effect
#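 Luciferase read-out from HCMV-luciferase-infected HFFs (MOI 1 PFU/cell) 72 h post infection at 37C; compounds added after 16 h cell attachment; activity normalized between buffer-only basal and Salinomycin (10uM) inhibitor controls.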
# AmpC no deterg – blocks E. coli AmpC beta-lactamase in detergent-free assay; P00811; AmpC nitrocefin hydrolysis, absorbance 480 nm, 0.0001% Triton; Potency, µM (doses to about 57.1 µM), without a hit: top-dose activity change, negative = inhibition, usual class: inhibitors; 330,000 tested, 0.52% active; AID 485341;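 note: potency is the fitted concentration of half-maximal effect; plate controls were no compound for no effect and no enzyme for full effect; nearly all actives have a fitted effect of over 20% in size; some results filed as inactive show a strong effect at the top dose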
#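 20 mM phosphate pH 7.0 + 0.01% (detergent screen) or 0.0001% Triton X-100; 5.3 nM AmpC reagent; cpd preinc 15 min RT; nitrocefin (800 uM stock) to start; A480 q20 s × 4 min; Activity was normalised to no-enzyme and no-compound control wells.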
# FBPA Giardia inh – blocks Giardia fructose-bisphosphate aldolase activity. purified Giardia FBPA. A8B2U2. Potency, µM (series often up to 59.6 µM), for inactives: top-dose activity, negative = inhibition, most hits filed as inhibitors. 290,000 tested, 0.71% active; note: potency is the fitted concentration of half-maximal effect; % is set by controls: 0 for no effect and ±100 for the full control effect; nearly all actives have a fitted effect of over 55% in size
# Target sequence (A8B2U2 whole entry, looked up): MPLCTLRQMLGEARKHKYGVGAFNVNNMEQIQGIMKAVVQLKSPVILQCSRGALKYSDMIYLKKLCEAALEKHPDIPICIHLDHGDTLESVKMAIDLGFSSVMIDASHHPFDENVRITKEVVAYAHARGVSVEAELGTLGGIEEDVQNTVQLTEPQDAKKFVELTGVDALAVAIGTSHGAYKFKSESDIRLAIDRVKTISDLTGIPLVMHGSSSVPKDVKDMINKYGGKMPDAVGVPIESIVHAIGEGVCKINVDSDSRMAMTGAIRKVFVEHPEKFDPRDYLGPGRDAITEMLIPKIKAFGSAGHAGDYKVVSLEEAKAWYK
#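 Giardia FBPA (40 nM reagent) was preincubated 10 min at RT with compound (up to 57.5 uM final), then substrate plus GAPDH/TPI/NAD/arsenate coupling system with diaphorase/resazurin was added; resorufin fluorescence (525/598 nm) was read after 20 min.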
# AMA1 RON2 block – inhibitors of Plasmodium falciparum AMA1-RON2 interaction; AlphaScreen AMA1-biotinylated RON2 peptide binding; Potency, µM (top dose mostly 58.2 µM), for inactives: top-dose activity change, negative = inhibition, hits mostly inhibitors; 360,000 tested, 0.2% active;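 note: potency is the fitted concentration of half-maximal effect; 0% = vehicle wells and -100% = peptide control; nearly all actives have a fitted effect of over 45% in size; some results filed as inactive show a strong effect at the top dose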
#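 AMA1 (3D7) with his tag at 25 nM final met compounds first, then biotinylated RON2 peptide at 25 nM; detection used donor plus acceptor beads, 10 µg/mL apiece, read by AlphaScreen after 30 min at room temperature.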
# The depositor's hits bear a star; i = inactive; ? = inconclusive; . = no result given; + = active, no number; [ ] = remark or other dose. Unless noted, calls come from the whole dose curve; as a rule, active = well fitted curve in the direction sought with a large enough effect; inconclusive = small, poorly fitted or top-dose-only effect, or another doubt; inactive = no such curve, though single readings can be large; an effect the other way counts as inactive or inconclusive.
# Letters – A = Shiga inhibitor; B = AmpC inh detg; C = CHX counter; D = HCMV inh; E = AmpC no deterg; F = FBPA Giardia inh; G = AMA1 RON2 block
(1) O=C(CSCc1ccccn1)Nc1ccccc1
  A = 37.8*; B = 2.1%; C = 22.4*; D = -16.0; E = -13.9%; F = -8.8%; G = -11.0%

(2) O=C1NC(=Nc2cccnc2)S/C1=C/c1ccc(F)cc1
  A = -4.7; B = -0.8%; C = -2.6; D = 6.5; E = -10.3%; F = 1.2%; G = -27.8%

(3) S=C(NCCCN1CCOCC1)Nc1cccc(Cl)c1
  A = -8.7; B = 4.0%; C = -3.6; D = -18.6; E = -20.5%; F = 5.3%; G = -6.2%

(4) O=C(Nc1ccc2ccccc2c1)c1cccnc1
  A = +; B = -4.0%; C = 46.7*; D = 159.1; E = -9.6%; F = -4.9%; G = 15.9%

(5) COc1ccc(N2CCN(Cc3nc4ccsc4c(=O)[nH]3)CC2)cc1
  A = 5.3; B = -7.0%; C = -3.4; D = 3.2; E = -10.8%; F = -24.6%; G = 0.7%

(6) Cc1cc(N/C=C/C(=O)c2ccc(Br)cc2)no1
  A = 49.4*; B = ?; C = 16.0*; D = 42.2; E = -17.1%; F = 0.6%; G = 1.0%

(7) COc1cccc(C(=O)NC(=S)Nc2ccc(N(C)C)cc2)c1
  A = 101.7*; B = -14.9%; C = 33.6*; D = 28.1; E = -40.1%; F = -4.6%; G = ?

(8) CCSc1nnc(NC(=O)c2ccc(F)c(S(=O)(=O)N3CCOCC3)c2)s1
  A = .; B = -4.0%; C = .; D = -10.6; E = -23.7%; F = .; G = -9.3%

(9) Cc1n[nH]c(C)c1CS(=O)(=O)c1ccccc1
  A = -6.3; B = -4.1%; C = 7.6; D = -34.3; E = -2.5%; F = 4.2%; G = -10.8%

(10) COc1cc(/C(C)=N/N2CCOCC2)cc(OC)c1OC
  A = 5.7; B = 6.1%; C = -4.4; D = 37.4; E = -16.0%; F = 4.6%; G = -7.8%

(11) COC(=O)CSc1nnc(CNc2ccc(F)cc2)o1
  A = -13.1; B = -2.6%; C = -3.0; D = 12.8; E = -23.2%; F = 0.1%; G = -0.7%

(12) O=C(NCc1cccs1)C1CCCN(S(=O)(=O)c2ccc3c(c2)OCO3)C1 (stereo unspecified)
  A = -11.3; B = ?; C = -7.0; D = -11.9; E = -9.5%; F = 0.7%; G = 6.1%

(13) CC1CN(C(=S)Nc2ccccc2)N(c2ccccc2)C1 (stereo unspecified)
  A = -1.8; B = 0.9%; C = 11.3; D = -6.5; E = -21.0%; F = 1.2%; G = 3.5%

(14) Cc1ccc(N2C(S)=C(C#N)C(=O)NC23CCCCC3)cc1
  A = 28.8; B = ?; C = 13.0; D = -60.1*; E = -12.9%; F = ?; G = -3.4%

(15) O=C(COC(=O)c1ccc(O)cc1)Nc1cc(C(F)(F)F)ccc1N1CCOCC1
  A = .; B = 1.4%; C = .; D = 5.2; E = -2.8%; F = .; G = -5.4%

(16) Cc1csc(NC(=O)CSc2nnc(C)s2)n1
  A = 11.8; B = -11.0%; C = 15.5; D = 42.7; E = -9.2%; F = -1.3%; G = 1.6%

(17) O=C1CN=C(c2ccccc2)c2cc([N+](=O)[O-])ccc2N1
  A = 14.9; B = .; C = 0.7; D = 7.5; E = -22.5%; F = 9.1%; G = 12.0%

(18) COc1ccc(C2CC2/C(=N/OC(=O)c2cccs2)c2ccccc2)cc1 (stereo unspecified)
  A = 44.8; B = -4.1%; C = 28.8*; D = -5.1; E = -35.2%; F = -1.2%; G = -5.7%

(19) Cc1ccc(N2C(=O)N(CC(=O)Nc3ccc(C)c(C)c3[N+](=O)[O-])C(=O)C2C)cc1 (stereo unspecified)
  A = -5.4; B = 2.2%; C = 1.4; D = -11.6; E = -21.8%; F = 1.8%; G = 9.6%

(20) COc1cccc(CNS(=O)(=O)c2cc3c(cc2Cl)NC(=O)CO3)c1
  A = -6.1; B = -13.3%; C = -2.3; D = 24.0; E = -28.4%; F = -6.8%; G = -6.8%

(21) COc1ccc(C(=O)COc2ccccc2N2C(=O)C3C4C=CC(C4)C3C2=O)cc1 (stereo unspecified)
  A = -5.8; B = 5.6%; C = 1.7; D = 165.2; E = -0.6%; F = -0.2%; G = -0.3%

(22) O=C(O)C1CCCCC1C(=O)Nc1ccc(OCc2ccccc2)cc1 (stereo unspecified)
  A = 32.7; B = -0.2%; C = 15.7; D = 47.0; E = -25.7%; F = 15.2%; G = 0.9%

(23) NS(=O)(=O)c1ccc2ccccc2c1
  A = 10.0; B = -8.9%; C = 0.3; D = -29.4; E = -17.8%; F = 1.1%; G = -10.6%

(24) CCN(CC)S(=O)(=O)c1cc([N+](=O)[O-])ccc1NNC(=O)Nc1ccc(Cl)c(Cl)c1
  A = -13.7; B = -12.2%; C = 6.3; D = -92.8*; E = -45.7%; F = -5.5%; G = -7.1%

(25) COC(=O)[C@@]1(OC)C[C@@H]2O[C@@]1(C)n1c3ccccc3c3c4c(c5c6ccccc6n2c5c31)C(=O)N(C)C4
  A = i; B = .; C = 2.3; D = .; E = .; F = 2.9%[12.9 µM]; G = .

# Exported screen by screen: part of the list above
1	O=C(CSCc1ccccn1)Nc1ccccc1
2	O=C1NC(=Nc2cccnc2)S/C1=C/c1ccc(F)cc1
3	S=C(NCCCN1CCOCC1)Nc1cccc(Cl)c1
4	O=C(Nc1ccc2ccccc2c1)c1cccnc1
5	COc1ccc(N2CCN(Cc3nc4ccsc4c(=O)[nH]3)CC2)cc1
6	Cc1cc(N/C=C/C(=O)c2ccc(Br)cc2)no1
7	COc1cccc(C(=O)NC(=S)Nc2ccc(N(C)C)cc2)c1
8	CCSc1nnc(NC(=O)c2ccc(F)c(S(=O)(=O)N3CCOCC3)c2)s1
9	Cc1n[nH]c(C)c1CS(=O)(=O)c1ccccc1
10	COc1cc(/C(C)=N/N2CCOCC2)cc(OC)c1OC

assay / compound	1	2	3	4	5	6	7	8	9	10
Shiga inhibitor	37.8*	-4.7	-8.7	+	5.3	49.4*	101.7*	.	-6.3	5.7
AmpC inh detg	2.1%	-0.8%	4.0%	-4.0%	-7.0%	?	-14.9%	-4.0%	-4.1%	6.1%
CHX counter	22.4*	-2.6	-3.6	46.7*	-3.4	16.0*	33.6*	.	7.6	-4.4
HCMV inh	-16.0	6.5	-18.6	159.1	3.2	42.2	28.1	-10.6	-34.3	37.4
AmpC no deterg	-13.9%	-10.3%	-20.5%	-9.6%	-10.8%	-17.1%	-40.1%	-23.7%	-2.5%	-16.0%
FBPA Giardia inh	-8.8%	1.2%	5.3%	-4.9%	-24.6%	0.6%	-4.6%	.	4.2%	4.6%
AMA1 RON2 block	-11.0%	-27.8%	-6.2%	15.9%	0.7%	1.0%	?	-9.3%	-10.8%	-7.8%

# The list continues.
# Letters – A = Shiga inhibitor; B = AmpC inh detg; C = CHX counter; D = HCMV inh; E = AmpC no deterg; F = FBPA Giardia inh; G = AMA1 RON2 block
(26) OCCN(Cc1ccccc1)Cc1ccc(F)c(F)c1
  A = -28.1; B = ?; C = -3.4; D = 20.7; E = -8.9%; F = -26.3%; G = -9.5%

(27) c1csc(-c2csc3ncnc(NCCCN4CCOCC4)c23)c1
  A = -10.5; B = 2.6%; C = -1.2; D = -66.8*; E = 37.0%; F = 0.6%; G = -2.5%

(28) CCN(CCCNC(=O)c1cc2cc3ccc(OC)cc3nc2s1)c1ccccc1
  A = .; B = -8.0%; C = .; D = -77.5*; E = -41.3%; F = .; G = .

(29) COc1ccc(-n2c(SCc3nnc(-c4ccccc4)o3)nnc2-c2ccccc2)cc1
  A = -2.3; B = -1.5%; C = -1.8; D = ?; E = -6.1%; F = 8.5%; G = -5.7%

(30) O=C(c1cccc(N2CCCC2=O)c1)N1CCC2(CC1)OCCO2
  A = -1.8; B = ?; C = 5.2; D = -14.1; E = -15.8%; F = 1.2%; G = 13.5%

(31) Cc1cccc(N(C(=O)CCC(=O)Nc2cc(C)on2)C(C(=O)NC2CCCC2)c2ccncc2)c1 (stereo unspecified)
  A = 20.7; B = 2.8%; C = -7.7; D = -8.8; E = 10.0%; F = 8.5%; G = 0.0%

(32) CCc1cc2c(=O)n(-c3ccccc3)c(=S)[nH]c2s1
  A = 17.6; B = -10.7%; C = 0.9; D = 9.2; E = -10.9%; F = -20.1%; G = 40.9%[activator]
